# High-throughput results: PubChem BioAssay, National Center for Advancing Translational Sciences (NCATS)
# IMPase cell inh – cell-permeable inhibitors of inositol monophosphatase (IMPase); 120,000 tested, under 10 active; CHO-M1 cells, IP1 accumulation, HTRF TR-FRET ratio; P97697; inhibition (IP1 accumulation), % at 46.1 µM; active = well fitted curve in the direction sought with a large enough effect in the signal ratio, not every such curve was filed as active; inconclusive = small, poorly fitted or top-dose-only effect, or a change in a side signal; inactive = no such curve, though single readings can be large or run the other way; the % refers to the signal ratio;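 also: cells stimulated with carbachol in lithium chloride buffer; plate controls were DMSO basal wells for no effect and reference inhibitor wells for full effect; higher means more IMPase inhibition seen as more IP1 and lower FRET ratio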
# Target sequence (P97697 whole entry, looked up): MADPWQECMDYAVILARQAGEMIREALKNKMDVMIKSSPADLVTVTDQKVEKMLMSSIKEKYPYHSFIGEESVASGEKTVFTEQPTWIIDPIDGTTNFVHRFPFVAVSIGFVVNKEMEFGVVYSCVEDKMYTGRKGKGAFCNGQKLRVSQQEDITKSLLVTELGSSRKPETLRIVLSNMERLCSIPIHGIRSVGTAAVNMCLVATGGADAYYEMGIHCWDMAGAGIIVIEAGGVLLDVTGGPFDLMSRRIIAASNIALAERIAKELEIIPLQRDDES
#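 In this qHTS, compounds (final up to 46 uM) act on CHO-M1 cells that are then activated through the M1 receptor with carbachol, in pH 7.4 buffer containing 50 mM LiCl, for 30 min. IP1 accumulation is quantified by the IP-One immunoassay.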
# * = called active by the depositor; u = inconclusive. An excerpt; rates above refer to the full screens.
IMPase cell inh	mol
0	CCOC(=O)c1ccc(N=C2SC(C(=O)Nc3ccccc3)CC(=O)N2C)cc1 (configuration not stated)
6	CC(=O)OCC#CCSc1nnc(-c2cccc(Br)c2)o1
11	Cc1ccc(C(=O)CC2(O)C(=O)N(CCc3ccccc3)c3ccc(Cl)cc32)cc1 (configuration not stated)
-10	Cc1ccc(-n2c3c(c(=O)[nH]c2=O)C(NC(=O)C(C)(C)C)(C(F)(F)F)C(=O)N3)cc1 (configuration not stated)
22	CCOC(=O)c1ccc(Nc2nc3ccc(C(=O)c4ccccc4)cc3n3c(C)nnc23)cc1
1	O=C(CSc1nc2cc3ccccc3cc2[nH]1)Nc1cccc(C(F)(F)F)c1
7	COc1ccc(OC)c(NC(=O)Nc2c(C)n(C)n(-c3ccccc3)c2=O)c1
-4	COc1ccc(NC(=O)CSc2nc(-c3ccco3)cc(C(F)(F)F)n2)c(OC)c1
5	CCOc1cccc(NC(=O)CSc2ncc(-c3ccc(Cl)cc3)[nH]2)c1
2	Cc1ccc(NC(=O)C2CCN(S(=O)(=O)c3c(C)noc3C)CC2)cc1
5	O=C(NCc1ccc(F)cc1)c1ccc(Nc2nc3ccccc3n3nnnc23)cc1
13	COc1cccc(C(=O)CC2(O)C(=O)N(Cc3ccccc3)c3ccccc32)c1 (configuration not stated)
9	COC(=O)c1c(NC(=O)c2cc(OC)c(OC)c(OC)c2Br)sc2c1CCC(C)C2 (configuration not stated)
7	CC(C)COc1ccc(Nc2ncnc3ccc(Br)cc23)cc1
u	COc1ccc(C(=O)c2oc3ccccc3c2NC(=O)c2ccc(F)cc2)cc1
5	CC(C)c1ccc(NC(=O)Cn2cc(S(=O)(=O)N3CCN(c4ccccc4F)CC3)c3ccccc3c2=O)cc1
-14	COC(=O)c1c(NC(=O)C(C)Oc2ccc(Cl)cc2Cl)sc2c1CCCC2 (configuration not stated)
u	CC1=Nc2cc(C(=O)NC(C)C)ccc2Sc2ccc(C)cc21
-3	Cc1cccc(CSCCNC(=O)CN(c2ccccc2)S(=O)(=O)N(C)C)c1
-6	COc1ccc(-c2cc(C(=O)Oc3ccc(C)cc3)c3ccccc3n2)cc1
u	CCCCOc1ccc(NC(=O)c2cc3c(n(-c4ccc(Cl)cc4)c2=O)CCCC3=O)cc1
8	Cc1ccc(N2CCN(c3c(CN4CCCC4)c(=O)oc4ccccc34)CC2)c(C)c1
-10	CC(C)(C)c1ccc(-c2nc3cc(NC(=O)c4cc5ccccc5o4)ccc3o2)cc1
-9	COc1ccc(CCNC(=O)c2cccc(Nc3nc4ccccc4nc3-n3nc(C)cc3C)c2)cc1OC
0	Nc1nonc1C(=O)NCCNCc1ccccc1F
u	CCc1ccc(OCc2nc(-c3ccc(OC)c(OC)c3)no2)c(Br)c1
8	CCc1cccc(CC)c1NC1=NS(=O)(=O)c2ccccc21
-4	CCOC(=O)c1cnc2c(C)cc(C)cc2c1Nc1ccc(OCc2ccccc2)cc1
-3	Cc1ccc(NC(=O)c2c(NC(=O)c3ccco3)sc3c2CCC(C(C)(C)C)C3)c(C)c1 (configuration not stated)
4	CCCCN1C(=O)C(O)(CC(=O)c2ccc(CC)cc2)c2cc(Br)ccc21 (configuration not stated)

# In a second layout: results already given.
SMILES	IMPase cell inh
CC(=O)OCC#CCSc1nnc(-c2cccc(Br)c2)o1	6
Cc1ccc(C(=O)CC2(O)C(=O)N(CCc3ccccc3)c3ccc(Cl)cc32)cc1 (configuration not stated)	11
Cc1ccc(-n2c3c(c(=O)[nH]c2=O)C(NC(=O)C(C)(C)C)(C(F)(F)F)C(=O)N3)cc1 (configuration not stated)	-10
CCOC(=O)c1ccc(Nc2nc3ccc(C(=O)c4ccccc4)cc3n3c(C)nnc23)cc1	22
O=C(CSc1nc2cc3ccccc3cc2[nH]1)Nc1cccc(C(F)(F)F)c1	1
COc1ccc(OC)c(NC(=O)Nc2c(C)n(C)n(-c3ccccc3)c2=O)c1	7
COc1ccc(NC(=O)CSc2nc(-c3ccco3)cc(C(F)(F)F)n2)c(OC)c1	-4
CCOc1cccc(NC(=O)CSc2ncc(-c3ccc(Cl)cc3)[nH]2)c1	5
Cc1ccc(NC(=O)C2CCN(S(=O)(=O)c3c(C)noc3C)CC2)cc1	2
O=C(NCc1ccc(F)cc1)c1ccc(Nc2nc3ccccc3n3nnnc23)cc1	5
COc1cccc(C(=O)CC2(O)C(=O)N(Cc3ccccc3)c3ccccc32)c1 (configuration not stated)	13
COC(=O)c1c(NC(=O)c2cc(OC)c(OC)c(OC)c2Br)sc2c1CCC(C)C2 (configuration not stated)	9
CC(C)COc1ccc(Nc2ncnc3ccc(Br)cc23)cc1	7
COc1ccc(C(=O)c2oc3ccccc3c2NC(=O)c2ccc(F)cc2)cc1	u
CC(C)c1ccc(NC(=O)Cn2cc(S(=O)(=O)N3CCN(c4ccccc4F)CC3)c3ccccc3c2=O)cc1	5
COC(=O)c1c(NC(=O)C(C)Oc2ccc(Cl)cc2Cl)sc2c1CCCC2 (configuration not stated)	-14
CC1=Nc2cc(C(=O)NC(C)C)ccc2Sc2ccc(C)cc21	u
Cc1cccc(CSCCNC(=O)CN(c2ccccc2)S(=O)(=O)N(C)C)c1	-3
COc1ccc(-c2cc(C(=O)Oc3ccc(C)cc3)c3ccccc3n2)cc1	-6
CCCCOc1ccc(NC(=O)c2cc3c(n(-c4ccc(Cl)cc4)c2=O)CCCC3=O)cc1	u
Cc1ccc(N2CCN(c3c(CN4CCCC4)c(=O)oc4ccccc34)CC2)c(C)c1	8
CC(C)(C)c1ccc(-c2nc3cc(NC(=O)c4cc5ccccc5o4)ccc3o2)cc1	-10
COc1ccc(CCNC(=O)c2cccc(Nc3nc4ccccc4nc3-n3nc(C)cc3C)c2)cc1OC	-9
Nc1nonc1C(=O)NCCNCc1ccccc1F	0
CCc1ccc(OCc2nc(-c3ccc(OC)c(OC)c3)no2)c(Br)c1	u

# (cont.)
IMPase cell inh	mol
-3	CN(c1ccccc1C(=O)O)S(=O)(=O)c1ccc2[nH]c(=O)oc2c1
4	Cc1ccc(NC(=O)CSc2nnc(C)c(=O)[nH]2)cc1
3	Cc1ccc(CNC(=O)CN2CCN(Cc3ccc(F)cc3Cl)C2=O)cc1
-8	COc1ccc(C(=O)Nc2ccccc2)cc1S(=O)(=O)Nc1ccc(Br)cc1
-14	CCOc1cccc(OCCCn2c(-c3ccc(Br)cc3)nc3ccccc3c2=O)c1
-1	COCCNc1nc2c(c(=O)n(Cc3cccc(Cl)c3)c(=O)n2C)n1C
11	Cc1ccc(C(=O)Nc2ccc(NC(=O)c3cccs3)cc2)cc1C
-6	CCCC(=O)Nc1cc2nn(-c3ccccc3)nc2cc1C
-3	O=C(NC1(C(F)(F)F)NC(=O)N(CCc2ccccc2)C1=O)c1ccccc1F (configuration not stated)
4	Cc1ccc2c(c1)C(=O)OC(C(=O)Nc1ncc(Cc3ccc(Cl)cc3)s1)C2 (configuration not stated)
7	COc1ccc(CN2C(=O)c3oc4ccc(F)cc4c(=O)c3C2c2ccc(O)cc2)cc1 (configuration not stated)
-2	Cc1ccc(NC(=O)CCSc2nc(-c3ccco3)cc(C(F)(F)F)n2)cc1F
-7	COC(=O)CSc1nc2sc3c(c2c(=O)n1-c1ccc(C)cc1)CC(C(C)C)OC3 (configuration not stated)
-2	CCCCCOc1ccc(/C=C/C(=O)Nc2sc3c(c2C(=O)OCC)CCC3)cc1OC
7	CN(C)c1ccc(-n2c(CCC(=O)O)ccc2-c2ccccc2)cc1
u	Cc1cc(C)n2nc(SCC(=O)Nc3ccc(O)cc3)nc2n1
10	Cc1ccc(/C=C(\C#N)c2nc3ccccc3c(=O)[nH]2)cc1
15	COc1ccc(OC)c(C2NC(=O)NC(C)=C2C(=O)Nc2cc(C)cc(C)c2)c1 (configuration not stated)
3	CCCCCCSc1nc(N)c2c3c(sc2n1)CCCC3C (configuration not stated)
1	CC(=O)c1ccc(NC(=O)CCSc2nc(-c3ccco3)cc(C(F)(F)F)n2)cc1
-4	CCCCCOC(=O)CSc1ncnc2c1sc1nc(N3CCOCC3)c3c(c12)CCCC3
-21	COc1ccc(-c2ccc3c(N)c(C(=O)Nc4cccc(C)c4)sc3n2)cc1
-10	Cc1ccc(OCC(=O)Nc2ccc(S(=O)(=O)Nc3ncccn3)cc2)c(C(C)(C)C)c1
5	Cc1cc(SCC(=O)Nc2ccc(Cl)cc2)nc2ccccc12
6	O=C(C1CCC(CNS(=O)(=O)c2ccc(Br)s2)CC1)N1CCN(c2ccc(F)cc2)CC1 (configuration not stated)
11	Cc1ccc(Nc2c(-c3ccncc3)nc3ccc(C)cn23)cc1
9	Cc1ccccc1Nc1c(-c2ccc(Cl)s2)nc2c(C)cccn12
7	CCOC(=O)c1nc(Nc2ccccc2OC)c2ccccc2n1
-21	Cc1ccc(Cl)cc1NC(=O)Cn1c(=O)n(CCCS(=O)(=O)C2CCCCC2)c(=O)c2ccccc21
6	CCOc1ccc(CCNC(=O)c2nnc(Cc3ccc(Cl)cc3Cl)o2)cc1OCC

# (continued)
IMPase cell inh	mol
u	COc1cc(Cl)c(C)cc1NC(=O)c1cn(C2CCCC2)c(=O)c2c1c1ccccc1n2C
3	CCOC(=O)CSc1nc2sc3c(c2c(=O)n1CC)CCCC3
-3	Cc1cccc(N2CCN(C3=C(c4ccccc4)C(=O)c4ccccc43)CC2)c1C
-6	Cc1c(/C=C(\C#N)C(=O)Nc2cccc(Cl)c2)c2ccccc2n1Cc1ccccc1Cl
1	Oc1cccc(Nc2nc(-c3ccccc3)nc3ccccc23)c1
-6	CCCOc1cccc(C2c3c(oc4ccccc4c3=O)C(=O)N2c2nncs2)c1 (configuration not stated)
-4	Cc1cc(C)cc(OCc2ccc(C(=O)Nc3ccccc3F)o2)c1
-5	COc1ccccc1Oc1nc2c(c(=O)n(C)c(=O)n2C)n1Cc1cccc(Br)c1
7	CCc1ccc(C2CC(=O)c3c([nH]c(C(=O)OC4CCCC4)c3C)C2)cc1 (configuration not stated)
2	CCOc1ccccc1NC(=O)C(Cc1ccccc1)NS(=O)(=O)c1ccc(Br)s1 (configuration not stated)
u	CCc1nc2nc(C)cc(Nc3ccc(Br)cc3F)n2n1
-5	CC(=O)c1ccc(Nc2nc3ccccc3nc2-n2nc(C)cc2C)cc1
-1	Brc1ccc2nc(SCCOc3ccccc3)[nH]c2c1
1	COc1cccc(NC(=O)CCN2CCN(c3ccccc3)CC2)c1
19	Cc1ccc(C(=O)Nc2ccc(Br)cc2)cc1S(=O)(=O)NCc1ccccc1
-8	Cc1ccc(C(=O)Nc2ccc(C(=O)O)cc2)cc1S(=O)(=O)N1CCC(C)CC1
u	Cc1ccc(-c2c3c(=O)n(C)c(=O)n(C)c3c3cnc4ccccc4n23)cc1
-7	Cc1cc(NC(=O)c2cccc(Cl)c2)ccc1-c1cc2ccccc2oc1=O
3	Cc1cccc(NS(=O)(=O)c2ccc(Cl)c(C(=O)Nc3ccccc3C)c2)c1
3	N#Cc1ccccc1NC(=O)CSc1nnc(N)s1
13	COc1ccc(N(C(=O)c2ccc(Cl)cc2)S(=O)(=O)c2ccc(C)cc2)cc1
3	Cc1cccc(NC(=O)COc2ccc3oc4c(c3c2)CCCC4)c1
11	COc1ccc(-c2c3c(=O)n(C)c(=O)n(C)c3c3c(-c4ccccc4)nc4ccccc4n23)cc1
3	CC(=O)Nc1ccc(-n2c(CCC(=O)O)ccc2-c2ccc(C)cc2)cc1
1	O=C(COc1ccc2oc3c(c2c1)CCCC3)Nc1ccc(Cl)cc1
-18	O=C(Nc1nc2n(n1)C(c1ccccc1)C=C(c1ccc(Cl)cc1)N2)c1ccco1 (configuration not stated)
3	O=C1CC(c2c(Cl)cccc2Cl)c2c(ccc3ccccc23)N1 (configuration not stated)
1	COc1ccc(C2Nc3ccccc3-c3nnc(SC)nc3O2)cc1C (configuration not stated)
-8	CCCCn1c(=O)nc2n(-c3ccc(F)cc3)c3ccccc3cc-2c1=O
2	Cc1ccccc1-c1nnc(CN2CCN(c3cc(Cl)ccc3C)CC2)o1

# (next part)
IMPase cell inh	mol
-6	CC(C)CCOc1ccc(Cn2c(=O)sc3ccccc32)cc1
4	CSc1nnc2c(n1)OC(c1cccc(O)c1Cl)Nc1ccccc1-2 (configuration not stated)
-1	Cc1ccccc1NC(=O)c1c(NC(=O)C(C)Oc2cccc(Cl)c2)sc2c1CCCC2 (configuration not stated)
u	Cc1nnc(N2C(=O)c3oc4ccccc4c(=O)c3C2c2cccc(OCCC(C)C)c2)s1 (configuration not stated)
6	CCOc1ccc2nc(C)cc(Nc3ccccc3OCC)c2c1
1	COc1cccc(Nc2nc3ccc(C(=O)c4ccccc4)cc3n3c(C)nnc23)c1
2	CCOc1cc(C(=O)Nc2c(NC)c3ccccc3oc2=O)cc(OCC)c1OCC
-3	COc1cccc(NC(=O)CN(CCc2ccccc2)S(=O)(=O)c2ccc(Cl)cc2)c1
12	Oc1ccc(NCc2ccccc2OCc2ccccc2Cl)cc1
7	CCOc1ccccc1C(=O)Oc1c(S(=O)(=O)c2ccc(C)cc2)c(C)nn1-c1ccccc1
3	COc1ccc(Cl)cc1NC(=O)CSc1nc(-c2ccco2)cc(C(F)(F)F)n1
8	Cc1cc(C)cc(NC(=O)CSc2nnc(CNC(=O)c3c(F)cccc3Cl)o2)c1
4	COc1cccc(NC(=O)C2CCN(S(=O)(=O)c3c(C)noc3C)CC2)c1
4	CCC1CCCCN1CC(=O)Nc1cc(C)c2c(=O)oc3ccccc3c2n1 (configuration not stated)
7	COc1ccc(CNC(=O)C(=O)Nc2cc(Cl)ccc2OC)cc1
1	Cc1cccc(NC(=O)/C(C#N)=C/c2ccc(C)o2)c1
-1	COC(=O)c1c(C)oc2c1cc(NS(=O)(=O)c1c(C)cc(C)cc1C)c1ccccc12
u	COc1ccc(NC(=O)Cn2nnc3sc4c(c3c2=O)CCC(C)C4)c(OC)c1 (configuration not stated)
-11	COc1ccc(-c2cc(C(F)(F)F)nc(SCCC(=O)Nc3ccc(OC)c(OC)c3)n2)cc1
